Source: PubChem
TSG101-PTAP inh: qHTS Assay for Iinhibitors of HIV-1 Budding by Blocking the Interaction of PTAP/TSG101; Tumor susceptibility gene 101 protein (Homo sapiens), Q99816; Fluorescence polarization, FITC-PTAP peptide / Tsg101 binding; AID 493005, 2010; Potency, µM (highest dose often 115 µM), for inactives: at the top dose activity change, negative = inhibition, usual class: inhibitors; 340,000 tested, under 10 active; active means well fitted inhibition curve with a large enough effect in the main read-out, with a control signal flat, not every such curve was filed as active; inconclusive means small, poorly fitted or top-dose-only effect, or effect the other way, or a change in a side signal; inactive means no such curve, though single readings can be large or run the other way; further: potency means the concentration at half of the fitted maximal effect; % of control where 0% means no effect
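FP read-out: FITC-PTAP peptide, 50 nM final, binding Tsg101 binding domain, 10 uM final; 20 min, r.t.; 10 mM HEPES pH 7.5, 0.15 M NaCl, 0.01% Tween 20, 3 mM EDTA, 0.1 mM TCEP.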
TCR act: Activators of T cell receptors: qHTS campaign; AID 504894, 2011; 330,000 tested, under 10 active; Potency, µM (highest dose often 9.22 µM), without a hit: at the top dose activation of IL-2 secretion, actives largely listed as activators; primary human leukocytes, anti-CD3, IL-2 HTRF, 48 h; further: % of control where 0% means no effect
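Human primary leukocytes + a-CD3 beads + cpd, 48 hr; IL-2 in supernatant by HTRF (ex 320nm / em 665nm). No co-stimulatory signal supplied.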
Menin-MLL TR inh: qHTS Assay for Inhibitors Targeting the Menin-MLL Interaction in MLL Related Leukemias: Competition With Texas Red Labeled MLL-derived Mutant Peptide; O00255; Menin + Texas Red MLL mutant peptide, fluorescence polarization; Potency, µM (highest dose often 61.6 µM), for the others: at the top dose FP activity change, negative = inhibition, most hits filed as inhibitors; 270,000 compounds, 0.23% hits; AID 1768, 2009; active means well fitted inhibition curve with a large enough effect in the polarisation, with a control signal flat, not every such curve was filed as active; inconclusive means small, poorly fitted or top-dose-only effect, or effect the other way, or a change in a side signal; inactive means no such curve, though single readings can be large or run the other way; the % refers to the polarisation; further: potency means the concentration at half of the fitted maximal effect; % of control where 0% means no effect; many of its hits are not listed in these tables
CXXC DNA block: qHTS Fluorescence Polarization Assay for Inhibitors of MLL CXXC domain - DNA interaction. Histone-lysine N-methyltransferase 2A (Homo sapiens), Q03164. AID 2662, 2010. MLL-CXXC / FITC-HOXA9 DNA fluorescence polarization. Potency, µM (highest dose often 115 µM), without a hit: at the highest dose activity change, negative = inhibition, hits mostly inhibitors. 290,000 compounds, 0.037% hits; active means well fitted inhibition curve with a large enough effect in the polarisation, with a control signal flat, not every such curve was filed as active; inconclusive means small, poorly fitted or top-dose-only effect, or effect the other way, or a change in a side signal; inactive means no such curve, though single readings can be large or run the other way; the % refers to the polarisation; further: potency means the concentration at half of the fitted maximal effect
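Fluorescence polarization: 7 uM MLL-CXXC (stock) preincubated 5 min with compounds, then 50 nM fluorescein-HOX-A9 DNA (stock) added; 30 min ambient. Buffer 50 mM Tris-HCl pH 7.5, 50 mM NaCl, 1 mM DTT, 0.05% BSA.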
S-ASM inh: Inhibitors of Secretory Acid Sphingomyelinase (S-ASM): qHTS. 340,000 compounds, 0.006% hits. Sphingomyelin phosphodiesterase (Homo sapiens), P17405. placental ASM, HMU-PC fluorogenic substrate, 60 min. Potency, µM (titrated, usually from 57.5 µM), for the others: at the top dose activity change, negative = inhibition, most hits filed as inhibitors; further: potency means the concentration at half of the fitted maximal effect
Target sequence (P17405 47-631 limits assumed): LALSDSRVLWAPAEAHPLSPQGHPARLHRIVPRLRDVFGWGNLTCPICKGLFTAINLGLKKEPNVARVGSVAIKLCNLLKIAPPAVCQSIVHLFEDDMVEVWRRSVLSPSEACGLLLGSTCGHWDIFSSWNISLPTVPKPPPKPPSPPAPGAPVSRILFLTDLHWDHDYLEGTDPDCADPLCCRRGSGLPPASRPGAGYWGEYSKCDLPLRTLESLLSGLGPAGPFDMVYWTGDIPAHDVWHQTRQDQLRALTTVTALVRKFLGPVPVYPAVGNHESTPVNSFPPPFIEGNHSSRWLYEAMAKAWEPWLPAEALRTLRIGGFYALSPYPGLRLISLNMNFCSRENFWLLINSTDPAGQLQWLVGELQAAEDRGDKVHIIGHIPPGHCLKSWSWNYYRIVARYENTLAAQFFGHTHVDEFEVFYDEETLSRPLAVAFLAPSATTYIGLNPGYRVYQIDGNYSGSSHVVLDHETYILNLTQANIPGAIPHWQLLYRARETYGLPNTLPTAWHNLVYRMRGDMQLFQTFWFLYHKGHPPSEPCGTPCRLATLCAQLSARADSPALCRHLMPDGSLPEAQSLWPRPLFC
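Human placenta-derived ASM enzyme was preincubated with compound for 10 minutes at room temperature, then given fluorogenic substrate HMU-PC0 (9 uM final) for 60 minutes at 37 °C; a pH 10 stop preceded fluorescence reading at Ex 386/Em 447 nm.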
Mito fusion yeast: qHTS Assay for Small Molecule Inhibitors of Mitochondrial Division or Activators of Mitochondrial Fusion | S. cerevisiae fusion-defective mutant growth rescue, CellTiterGlo 48 h | Potency, µM (series often up to 46.1 µM), for the others: at the highest dose growth rescue (activation), hits mostly activators | 320,000 compounds, 0.23% hits;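 further: potency means the concentration at half of the fitted maximal effect; % of control where 0% means no effect; nearly all actives have a fitted effect of over 45% in size; temperature-sensitive fusion mutants such as fzo1-1 at 37 °C on non-fermentable ethanol glycerol medium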
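Compounds are tested for their ability to restore growth of mitochondrial fusion-defective yeast strains at non-permissive 37C in YPEG medium over 48 hours. Viability is quantified by luciferase luminescence.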
TSHR antag: Antagonists of the Thyroid Stimulating Hormone Receptor: HTS campaign | Thyrotropin receptor (Homo sapiens), P16473 | TSHR-expressing cells, TSH-stimulated cAMP HTRF, 2 h; stronger effect = lower value | activity change, negative = inhibition, % at 11.5 µM | 330,000 compounds, 0.2% hits | AID 504810, 2011;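 active means activity change below a set negative limit, meaning inhibition stronger than a set level, cut at about -70% in these data; inconclusive means activity change between two set negative limits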; further: on the % scale 0 is the no-effect control and ±100 the full control effect
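Competitive HTRF cAMP read-out (cryptate anti-cAMP antibody, cAMP-d2; 30 min, room temperature) in freshly harvested TSHR cells. Compounds added before TSH at EC80 (4nM final), followed by 2 hours' incubation at 37 deg C.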
Integrin act MD: qHTS for Activators of Integrin-Mediated Alleviation for Muscular Dystrophy. alpha7betagal myoblasts, beta-gal FDG fluorescence, 48 h. Potency, µM (series often up to 38.3 µM), without a hit: top-dose activation, usual class: activators. 350,000 compounds, 0.064% hits. AID 624291, 2012;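 further: potency means the concentration at half of the fitted maximal effect; 100% = response of the positive control SU9516; nearly all actives have a fitted effect of over 60% in size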
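alpha7betagal+/- myoblasts (passage 13, 250/well) treated 48 h at 37C with compounds at 1:260 dilution of DMSO stock. Lysed, then beta-galactosidase activity read as FDG fluorescence (ex 480/em 540) after 30 min, with pre-read for autofluorescence.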
MBNL1-CUG inh: qHTS Assay for Inhibitors of MBNL1-poly(CUG) RNA binding | Muscleblind-like protein 1 (Homo sapiens), Q9NR56 | TR-FRET MBNL1-His/biotin-(CUG)12 binding, 665/545 ratio | Potency, µM (titrated, usually from 57.5 µM), inactives show top-dose activity change, negative = inhibition, actives largely listed as inhibitors | 280,000 compounds, 0.036% hits; active means well fitted inhibition curve with a large enough effect in the signal ratio, with a control signal flat, not every such curve was filed as active; inconclusive means small, poorly fitted or top-dose-only effect, or effect the other way, or a change in a side signal; inactive means no such curve, though single readings can be large or run the other way; the % refers to the signal ratio; further: potency means the concentration at half of the fitted maximal effect; on the % scale 0 is the no-effect control and ±100 the full control effect
Target sequence (Q9NR56 whole entry, looked up): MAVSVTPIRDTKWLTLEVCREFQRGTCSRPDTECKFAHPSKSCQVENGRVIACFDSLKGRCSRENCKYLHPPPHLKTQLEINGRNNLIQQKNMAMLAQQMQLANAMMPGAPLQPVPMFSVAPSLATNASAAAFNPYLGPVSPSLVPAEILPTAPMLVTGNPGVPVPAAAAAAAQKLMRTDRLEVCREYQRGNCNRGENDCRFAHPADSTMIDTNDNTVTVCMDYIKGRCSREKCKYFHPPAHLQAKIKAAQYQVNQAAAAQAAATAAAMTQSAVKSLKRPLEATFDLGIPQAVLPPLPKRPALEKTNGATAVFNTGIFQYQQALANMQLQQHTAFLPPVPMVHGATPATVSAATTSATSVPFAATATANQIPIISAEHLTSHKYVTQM
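TR-FRET between His-tagged MBNL1 and biotin-(CUG)12 RNA, detected with Tb anti-His antibody (0.055 ng/ul) and streptavidin-XL665 (5 nM), 60 min at room temperature. Compounds titrated 92 nM to 58 uM; 665/545 nm ratio normalized to buffer and complex controls.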
AT treatment: qHTS Assay for Identifying a Potential Treatment of Ataxia-Telangiectasia; […] A-T fibroblasts, KAP-1 phosphorylation AlphaLISA; neocarzinostatin DNA damage 30 min before lysis; Potency, µM (doses to about 57.5 µM), for the others: at the highest dose activation, usual class: activators; 320,000 compounds, 0.19% hits; AID 485349, 2010; further: potency means the concentration at half of the fitted maximal effect; % of control where 0% means no effect; nearly all actives have a fitted effect of over 45% in size
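ATM-like activity read as KAP-1 phosphorylation via AlphaLISA donor/acceptor antibody pairs after lysis and 6 hr at 25C. Cells were ATM-null patient fibroblasts ([…], hTERT), dosed 60 min, then exposed to the DSB inducer NCS for 30 min.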
The depositor's hits bear a star; i = inactive; ? = inconclusive; . = no result given; [ ] = another dose, or the depositor's remark. Unless noted, the call rests on the fitted dose curve; in most records, active means well fitted curve in the direction sought with a large enough effect; inconclusive means small, poorly fitted or top-dose-only effect, or another doubt; inactive means no such curve, though single readings can be large; an effect the other way counts as inactive or inconclusive. This is a subset, so the mix of outcomes need not match the whole.

# | SMILES | TCR act | Mito fusion yeast | MBNL1-CUG inh | Integrin act MD | TSG101-PTAP inh | S-ASM inh | Menin-MLL TR inh | TSHR antag | CXXC DNA block | AT treatment
1 | CCCCn1c(/C=N/Nc2nc3ccccc3[nH]2)nc2ccccc21 | -6%[46.1 µM] | 3% | 6% | -22% | 5% | 1% | ? | -11 | ? | 2%
2 | Cc1ccnc(NC(=O)c2oc3ccccc3c2C)c1 | 5% | 12% | . | -12% | -3% | -1% | . | -9 | . | 9%
3 | O=C(CNC(=O)OCc1ccccc1)NC1CCCCCC1 | 4% | 6% | -1% | -4% | 4% | 0% | -5% | 25 | 10% | 0%
4 | CC1=C(C#N)C(Nc2ccc(C)cn2)(C(F)(F)F)C(=O)N1 (centres undefined) | -54% | 1% | -7% | 14% | -6% | 5% | -11% | 25 | -1% | 2%
5 | Cc1ccc(NC(=S)NN(C)c2cc(C)nc(C)n2)cc1 | 4%[46.1 µM] | -3% | ? | 29% | 2% | 1% | -3% | 22 | 5% | -2%
6 | Cc1ccc(S(=O)(=O)N(CC(=O)O)c2ccc(Cl)c(C(F)(F)F)c2)cc1 | 2% | -5% | -6% | -18% | -1% | 11% | 8% | -5 | -3% | 1%
7 | Cc1ccsc1C(=O)Nc1ccc(C(=O)O)cc1 | 4% | -5% | -5% | 3% | -9% | 4% | -2% | -6 | 2% | -1%
8 | Cc1cc(=O)n2nc(N3CCC(C(=O)NCc4ccccc4)CC3)sc2n1 | 0% | 0% | -4% | 0% | -2% | -3% | . | 3 | 15% | 22%
9 | CCCOC(=O)c1c(NC(=O)C2CCCO2)sc(C(=O)OC)c1C (centres undefined) | 0%[46.1 µM] | ? | -4% | ? | -3% | 0% | -15% | 3 | -9% | -14%
10 | CCn1c(Cc2ccccc2)nnc1SCC(=O)Nc1ccc(OC)cc1 | -6%[46.1 µM] | -2% | ? | -9% | -5% | -2% | 8% | 21 | 7% | .
11 | O=C(O)CCn1c(O)c(C=C2N=c3ccccc3=N2)sc1=S | 1% | 6% | ? | -11% | 1% | -7% | . | -8 | -13% | -7%
12 | O=S1(=O)Nc2c(ccc3cccnc23)-c2ccccc21 | -5% | -25% | ? | -69%[inhibitor] | -12% | -2% | ? | -5 | -14% | -2%
13 | CCC(CNc1cc(OC)cc2cccnc12)NC1CCCCC1 (centres undefined) | 0% | -18% | ? | -71%[inhibitor] | 1% | 3% | 35µM* | 9 | ? | -6%
14 | Cn1c(=O)[nH]c(=O)c2c1nc(N1CCCCCC1)n2CC(=O)c1ccccc1 | . | 1% | 2% | . | . | . | -5% | 7 | -2% | 2%
15 | CC(C)Nc1ccc(C(CC(N)=O)NC(=O)Cc2ccc(Cl)cc2)cc1[N+](=O)[O-] (centres undefined) | 11% | 6% | 11% | -2% | 4% | -2% | . | 5 | 5% | -14%
16 | Cc1ccccc1-c1noc(-c2ccccc2C(=O)O)n1 | -4% | 3% | -2% | -13% | -7% | 5% | . | -5 | -16% | 12%
17 | Cc1ccccc1N1CCN(C2CCCN(C(=O)c3ocnc3C)C2)CC1 (centres undefined) | 3% | 3% | -5% | 11% | . | 2% | . | -3 | -10% | -1%
18 | O=C(c1ccc(Br)cc1)N(c1ccccn1)C1CCCCC1 | 1% | 10% | -2% | 1% | 1% | -1% | . | -5 | 0% | 17%
19 | CSc1nc(N)nc(SCC(=O)OC(C)C)c1C#N | -3% | 24% | -3% | -19% | -4% | 4% | 2% | -2 | 1% | 7%
20 | CC(=O)Nc1cc2cc(NS(=O)(=O)c3ccc(Cl)cc3)ccc2oc1=O | -4% | -2% | 0% | 11% | 0% | 2% | . | 6 | 0% | -14%
21 | COC(=O)Cc1c(C)c2ccc(OC(=O)c3ccco3)cc2oc1=O | 1% | -3% | 22% | -10% | -3% | i | 13% | -15 | 178%[activator] | 5%
22 | COCCCNC(=O)c1ccccc1-c1cc(C)no1 | 4% | 2% | -12% | -2% | -4% | 3% | . | 1 | -1% | 4%
23 | CC(C)CNC(=O)c1cccc(NC(=O)Cc2ccc(Cl)cc2)c1 | 16%[46.1 µM] | -2% | . | -7% | 1% | 3% | -19% | 7 | 4% | -1%
24 | CCOc1cc(/C=C2\NC(=O)NC2=O)cc([N+](=O)[O-])c1O | 8% | 2% | ? | 22% | -7% | -4% | . | -20 | -19% | 0%
25 | Cc1cc(NC(=O)c2c(F)c(F)c(F)c(F)c2F)no1 | -4% | 3% | 0% | -34%[7.66 µM] | -15% | 6% | 9% | 2 | -8% | -2%
26 | CC(=O)c1cc(-c2ccc(F)cc2)n(CCC(=O)Nc2cccnc2)c1C | -1% | ? | 1% | -3% | -2% | 5% | 1% | 13 | -1% | -5%
27 | Cc1cc2c(cc1S(=O)(=O)N1CC(C)CC(C)C1)OCC(=O)N2 (centres undefined) | -3% | -1% | -3% | -10% | 1% | 2% | -1% | 4 | . | -6%
28 | COc1cccc(CN2CCC(Oc3ccc(C(=O)NCc4ccccn4)cc3)CC2)c1O | -2% | -1% | -2% | 5% | 0% | 13% | ? | -7 | 6% | -5%
29 | CCOC(=O)c1sc(N(Cc2ccccc2)C(=O)COC(=O)c2ccccc2O)nc1C | 5%[46.1 µM] | 9% | -12% | -16% | -1% | -2% | 12% | 2 | 1% | 0%
30 | Cc1cc(C)c(NC(=O)CCCCCNC2CCCCC2)c(C)c1 | 1% | 4% | -3% | 0% | -3% | 1% | 4% | 18 | 50%[activator] | -6%

Two of the compounds above, with values under each structure:
Values run as follows: TCR act	Mito fusion yeast	MBNL1-CUG inh	Integrin act MD	TSG101-PTAP inh	S-ASM inh	Menin-MLL TR inh	TSHR antag	CXXC DNA block	AT treatment
#6 Cc1ccc(S(=O)(=O)N(CC(=O)O)c2ccc(Cl)c(C(F)(F)F)c2)cc1
 : 2%	-5%	-6%	-18%	-1%	11%	8%	-5	-3%	1%
#18 O=C(c1ccc(Br)cc1)N(c1ccccn1)C1CCCCC1
 : 1%	10%	-2%	1%	1%	-1%	.	-5	0%	17%

(further entries)
# | SMILES | TCR act | Mito fusion yeast | MBNL1-CUG inh | Integrin act MD | TSG101-PTAP inh | S-ASM inh | Menin-MLL TR inh | TSHR antag | CXXC DNA block | AT treatment
31 | CC(=O)n1cc([C@H]2C=C(C(=O)N3CCOCC3)O[C@@H](OCCCCO)C2)c2ccccc21 | 0% | . | . | -14% | -5% | 6% | . | . | . | .
32 | CC(C)C[C@H](NC(=O)c1nc[nH]c1C(=O)N1CCN(C(=O)OC(C)(C)C)CC1)C(=O)OCc1ccccc1 | 6% | -4% | -2% | -3% | -1% | -6% | ? | -12 | -13% | -16%
33 | N=c1sccn1CC(=O)Nc1cc(S(=O)(=O)N2CCCCC2)ccc1Cl | -17% | -3% | . | -11% | 0% | 3% | . | -8 | -9% | 10%
34 | Cn1c(=O)[nH]c(=O)c2c1nc(N1CCCCCC1)n2CCSc1nc2ccccc2[nH]1 | 1% | -2% | -1% | -18% | -9% | -3% | -10% | -7 | 2% | -7%
35 | Cc1cc(/C=N/n2cnnc2)c(C)n1-c1ccc(OCc2ccc(F)cc2)cc1 | -2% | 4% | 0% | -55%[inhibitor] | -3% | -12% | ? | -11 | 4% | 2%
36 | O=C(Nc1cccc(-c2cc3ccccc3oc2=O)c1)c1ccc(Br)o1 | -2%[46.1 µM] | ? | ? | 3% | 2% | -2% | ? | -1 | 12% | 1%
37 | CCN(CC(=O)Nc1c(F)cccc1F)C(=O)c1ccc(Cl)c(S(=O)(=O)N2CCCC2)c1 | . | 3% | . | 2% | 1% | 83%[activator] | . | 27 | . | 0%
